# SNCA expr inh – SNCA gene expression inhibition | HEK-293 SNCA-luciferase knock-in, luminescence, 24 h | AID 1671194 | Potency, µM (series often up to 57.2 µM), for the others: top-dose activity change, negative = inhibition, most hits filed as inhibitors | hit rate 0.17% among 140,000;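 further: plate controls were DMSO cells for no effect and cell-free wells for full effect; nearly all actives have a fitted effect of over 45% in size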
# HEK293 viab – reduces viability of HEK-293 SNCA reporter cells | hit rate 0.12% among 150,000 | Potency, µM (top dose mostly 57.1 µM), for inactives: top-dose activity change, negative = cytotoxicity, most hits filed as cytotoxic | HEK-293-SNCA-luc viability, GF-AFC fluorescence, 24 h;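 further: 0% = DMSO-treated cells and -100% = medium-only wells without cells; nearly all actives have a fitted effect of over 30% in size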
#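 HEK-293-SNCA-luc cells (1500/well) plated 24 h, then exposed 24 h to a dilution series; GF-AFC added 30 min at 37C, fluorescence 405/540 nm; normalised to medium-only and DMSO wells, Hill fit.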
# * hit, by the source's call; ? = inconclusive; [ ] = remark or other dose. The call rests on the fitted dose curve; in most records, active means well fitted curve in the direction sought with a large enough effect; inconclusive means small, poorly fitted or top-dose-only effect, or another doubt; inactive means no such curve, though single readings can be large; an effect the other way counts as inactive or inconclusive. Potency means the concentration at half of the fitted maximal effect. This is a subset (hit frequency here may not be typical).
1. O=C(Nc1cccc(F)c1)N1CC[C@@]2(CCCNC2)C1
2. O=C(c1cccc(F)c1)N1CCC2(CC1)CCN(c1ccccn1)CC2
3. CN(Cc1ccco1)c1ncnc2ccc(-c3ccccc3C#N)cc12
4. CS(=O)(=O)N1CCC2(CCN(Cc3ccncc3)CC2)CC1
5. Cc1ccccc1-c1cncnc1Nc1ccccc1
6. N#Cc1ccc(CN2CCC3(CCNCC3)CC2)cc1
7. Cn1c(=O)c(-c2ccc(Cl)cc2)nc2cnc(N3CCOCC3)nc21
8. COc1ccc(CNc2ccnc(-c3cccnc3)n2)c(OC)c1
assay / compound,1,2,3,4,5,6,7,8
SNCA expr inh,6.1%,-26.6%,5.9%,19.2%,-11.2%,28.8%,86.6%[activator],4.7%
HEK293 viab,0.5%,-15.3%,-12.0%,-24.7%,2.8%,?,26.3%,?

9. c1ccc2c(Nc3ccncc3)nc(-c3ccoc3)nc2c1
10. CC(=O)N1CCC2(CC1)CCN(c1cccc(-c3ccccc3)c1)CC2
11. Cc1cnc(CNc2ncncc2-c2ccccc2C)cn1
12. CN(C)c1ncc2nc(-c3cc(F)cc(F)c3)c(=O)n(C3CC3)c2n1
13. O=C(c1ccco1)N1CCC2(CC1)CCN(c1ccccn1)CC2
14. CC(=O)N1CCC[C@@]2(CCN(C(=O)Nc3ccccc3)C2)C1
15. CN(C)c1ccc(-c2cncnc2NCCc2cnc[nH]2)cc1
16. O=C(c1cnccn1)N1CCC2(CC1)CCN(c1ccccn1)CC2
assay / compound,9,10,11,12,13,14,15,16
SNCA expr inh,-14.9%,-8.9%,9.3%,10.6%,16.7%,42.2%[activator],?,-4.4%
HEK293 viab,-2.5%,-10.6%,-1.4%,22.6%,-5.0%,-1.9%,-24.9%,-0.1%

17. FC(F)(F)c1ccccc1-c1cncnc1-n1ccnc1
18. Cc1ccccc1-c1ccc2ncnc(N3CCOCC3)c2c1
19. CN(Cc1ccco1)c1cc(-c2cccc(NS(C)(=O)=O)c2)ncn1
20. COc1ccc2[nH]cc(CCNc3ncncc3-c3ccccc3Cl)c2c1
21. COc1ccc2[nH]cc(CCNc3cc(-c4cccc(C#N)c4)ncn3)c2c1
22. COc1ccccc1CN1CCCC2(CCN(C(=O)c3cnccn3)CC2)C1
23. COc1ccccc1CNc1nc(-c2ccc(N(C)C)cc2)nc2ccccc12
24. c1cncc(CNc2nc(-c3ccoc3)nc3ccccc23)c1
assay / compound,17,18,19,20,21,22,23,24
SNCA expr inh,-11.0%,85.5%[activator],18.0%,?,6.1%,19.4%,-22.5%,12.2%
HEK293 viab,?,-8.7%,-7.0%,-24.5%,-21.2%,11.0%,?,-12.5%

25. COc1ccc(NC(=O)N2CCC3(CC2)CCN(C(=O)c2ccncc2)CC3)cc1
26. c1cncc(-c2cncnc2NC2CCNCC2)c1
27. O=C(c1ccco1)N1CCC2(CC1)CN(c1ccccc1)C2
28. c1ccc(CNc2ncncc2-c2ccoc2)cc1
29. Cc1ccccc1-c1cncnc1NCc1cccs1
30. O=C(c1csnn1)N1CCC2(CC1)CN(c1ccccc1)C2
31. COc1ccc(-n2c(=O)c(-c3cn(C)c4ccccc34)nc3cnc(N4CCNCC4)nc32)cc1
32. O=C(c1cnccn1)N1CCC2(CCN(Cc3nccs3)CC2)CC1
assay / compound,25,26,27,28,29,30,31,32
SNCA expr inh,4.8%,-2.5%,?,?,7.1%,0.2%,?,23.7%
HEK293 viab,-7.4%,1.6%,-30.6%,3.0%,-8.4%,-0.8%,?,0.5%

33. N#Cc1ccc(CN2CCCC3(CCN(C(=O)c4ccncc4)CC3)C2)cc1
34. CS(=O)(=O)N1CCC2(CC1)CN(C(c1ccccc1)c1ccccc1)C2
35. CN(Cc1ccco1)c1ncnc2ccc(-c3ccoc3)cc12
36. COCCNc1nc(-c2ccccc2C)nc2ccccc12
37. COCCn1c(=O)cnc2cnc(Oc3ccc(OC)cc3)nc21
38. Cc1nc2cnc(OCc3ccccc3)nc2n(CCC#N)c1=O
39. O=C(Nc1cccc(F)c1)N1CC[C@@]2(CCCN(S(=O)(=O)c3ccccc3)C2)C1
40. O=C(c1cnccn1)N1CCC[C@@]2(CCN(Cc3cc(C(F)(F)F)cc(C(F)(F)F)c3)C2)C1
assay / compound,33,34,35,36,37,38,39,40
SNCA expr inh,1.5%,-6.6%,-24.5%,-15.8%,4.7%,11.2%,15.9%,32.7%[activator]
HEK293 viab,0.7%,9.4%,-10.5%,-18.7%,?,1.0%,-1.9%,-1.1%

41. Cc1nc2cnc(N3CCN(C)CC3)nc2n(C2CC2)c1=O
42. CN(C)c1ccc(-c2nc(NCCN3CCOCC3)c3ccccc3n2)cc1
43. COCCn1c(=O)c(-c2ccc(F)cc2)nc2cnc(Oc3ccc(OC)cc3)nc21
44. COc1ccc(Oc2ncc3nc(-c4cccs4)c(=O)n(C)c3n2)cc1
45. CC(C)NC(=O)N1CC2(CCN(C(=O)c3ccncc3)CC2)C1
46. O=C(Nc1cccc(F)c1)N1CC2(CCN(C(=O)c3csnn3)CC2)C1
47. COCCn1c(=O)c(CCc2ccccc2)nc2cnc(N3CCNCC3)nc21
48. CN(C)c1ccc(-c2cc(NCc3ccccc3)ncn2)cc1
assay / compound,41,42,43,44,45,46,47,48
SNCA expr inh,-17.3%,13.9%,-4.0%,-14.2%,20.5%,-38.4%,-0.4%,30.9%[activator]
HEK293 viab,-23.6%,-16.6%,?,-4.5%,-4.4%,?,?,-3.1%

49. O=c1c(CCc2ccccc2)nc2cncnc2n1C1CC1
50. CCNc1ncc2nc(-c3cn(C)c4ccccc34)c(=O)n(Cc3cccc(OC)c3)c2n1
51. CC(C)CN1CCCC2(CCN(S(=O)(=O)c3ccccc3)CC2)C1
52. Cc1noc(C)c1-c1cncnc1N(C)Cc1ccco1
53. CN1CCN(c2ncnc3ccc(-c4ccccc4C(F)(F)F)cc23)CC1
54. COc1ccc(-c2nc3cnc(N(C)C)nc3n(-c3ccccc3)c2=O)cc1
55. CN(C)c1ncc2nc(-c3cccs3)c(=O)n(C)c2n1
56. COc1ccc(NC(=O)N2CCCC3(CCNCC3)C2)cc1
assay / compound,49,50,51,52,53,54,55,56
SNCA expr inh,-7.3%,8.4%,21.2%,-8.8%,-1.4%,-4.0%,145.4%[activator],2.4%
HEK293 viab,-17.9%,?,5.2%,3.7%,2.5%,?,?,-1.6%

57. c1ncc(-c2ccoc2)c(NC2CC2)n1
58. Cc1ccccc1-c1cc(NCc2ccccc2)ncn1
59. COCCn1c(=O)c(-c2ccc(OC)cc2)nc2cnc(Nc3ccccc3)nc21
60. O=C(Oc1ccccc1)N1CCC2(CCCN(c3cccc(-c4ccccc4)c3)C2)CC1
61. COc1ccc(C(=O)N2CCC[C@@]3(CCN(Cc4ccccc4OC)C3)C2)cc1
62. COc1ccccc1-c1ccc2ncnc(NCCNC(C)=O)c2c1
63. COc1cccc(-c2nccc(NCCc3c[nH]c4ccc(OC)cc34)n2)c1
64. COc1ccccc1CNc1ccnc(-c2ccc3c(c2)OCO3)n1
assay / compound,57,58,59,60,61,62,63,64
SNCA expr inh,11.5%,-6.2%,17.2%,20.1%,-13.0%,50.9%[activator],9.1%,119.6%[activator]
HEK293 viab,1.9%,-4.8%,16.1%,-3.2%,-22.0%,-0.3%,-1.3%,-10.7%

65. CN(C)Cc1ccccc1-c1ccc2ncnc(NCc3cccs3)c2c1
66. Cc1ccccc1-c1nc(NCc2cccs2)c2ccccc2n1
67. CC(=O)N1CCC2(CCN(Cc3ccncc3)CC2)CC1
68. N#CCCn1c(=O)c(-c2ccc(Cl)cc2)nc2cnc(N3CCNCC3)nc21
69. COc1ccc(-n2c(=O)c(CCc3ccccc3)nc3cnc(N4CCNCC4)nc32)cc1
70. COCCn1c(=O)c(CCc2ccccc2)nc2cnc(OCc3ccccc3)nc21
71. Cc1ccccc1-c1nccc(-n2ccnc2)n1
72. FC(F)(F)c1ccccc1-c1cncnc1NCCc1cnc[nH]1
assay / compound,65,66,67,68,69,70,71,72
SNCA expr inh,-9.5%,-18.9%,-23.4%,-2.9%,3.2%,-6.6%,6.9%,-4.8%
HEK293 viab,-6.3%,-27.2%,-3.0%,?,-25.0%,-16.7%,0.4%,7.0%

73. COc1ccc(Nc2ncc3nc(-c4cccs4)c(=O)n(Cc4cccc(OC)c4)c3n2)cc1
74. COc1ccccc1-c1cncnc1NCCNC(C)=O
75. CN(C)c1ccc(-c2ccc3ncnc(NCc4ccccc4)c3c2)cc1
76. N#CCCn1c(=O)c(CCc2ccccc2)nc2cnc(Oc3cccc(Cl)c3)nc21
77. COc1ccc(Oc2ncc3nc(C)c(=O)n(Cc4cccc(OC)c4)c3n2)cc1
78. COCCn1c(=O)c(-c2ccc(OC)cc2)nc2cnc(OCc3ccccc3)nc21
79. O=C(Nc1cccc(F)c1)N1CC2(CCN(C(=O)c3cccc(F)c3)CC2)C1
80. O=C(c1ccco1)N1CCC[C@@]2(CCN(Cc3nccs3)C2)C1
assay / compound,73,74,75,76,77,78,79,80
SNCA expr inh,10.9%,29.1%,-0.6%,?,-2.4%,5.8%,-18.2%,9.6%
HEK293 viab,-15.7%,1.8%,-12.4%,-16.2%,1.1%,8.2%,1.6%,?

81. COc1cccc(Cn2c(=O)c(CCc3ccccc3)nc3cnc(N4CCOCC4)nc32)c1
82. COCCNc1ccnc(-c2c(C)noc2C)n1
83. O=C(c1ccco1)N1CCC2(CC1)CCN(c1ccncc1)CC2
84. COc1ccccc1CN1CCC2(CC1)CCN(C(=O)c1ccco1)CC2
85. CN(Cc1ccco1)c1ncnc2ccc(-c3ccccc3C(F)(F)F)cc12
86. COc1ccc2[nH]cc(CCNc3ncnc4ccc(-c5cccc(C#N)c5)cc34)c2c1
87. N#CCCn1c(=O)c(-c2ccccc2)nc2cnc(Oc3cccc(Cl)c3)nc21
assay / compound,81,82,83,84,85,86,87
SNCA expr inh,19.8%,-6.0%,-21.1%,22.1%,-14.9%,11.3%,0.1%
HEK293 viab,16.1%,7.0%,-0.5%,-9.6%,-2.7%,?,-10.1%

# Screening results: PubChem BioAssay, National Center for Advancing Translational Sciences (NCATS)
